Screening results: PubChem, National Center for Advancing Translational Sciences (NCATS)
hERG WT inh = KCNH2 (human, wildtype) channel inhibition | Q12809 | U2OS, BacMam KCNH2, thallium flux FluxOr; hits give low values | activity change, % at 1.84 µM | 0.37% of 340,000 active | AID 720551;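 active means maximum activity change below -70%; inconclusive means maximum activity change between -70% and -50%; inactive means maximum activity change above -50%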; further: on the % scale 0 is the no-effect control and ±100 the full control effect
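U2OS cells were transduced with wild-type KCNH2 virus (2.03 x 10^8 / mL) for 4 h at room temperature, then cultured overnight at 37 C. Thallium flux was read with FluxOr dye. Rate constants were normalized to DMSO controls.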
Coupling enz = inhibits coupling enzyme system, counter-screen for aldolase hits; coupling enzyme system counterscreen, AmpLite Red fluorescence; activity change, negative = inhibition, % at 58.2 µM, hits read low; 0.67% of 290,000 active; AID 2472; in the data active means activity change below about -30%; further: on the % scale 0 is the no-effect control and ±100 the full control effect
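Compounds tested against the coupling enzymes alone at 57.5 uM final; readout was AmpLite Red fluorescence (525/598 nm) after 20 min at RT.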
B2AR arrestin = beta2AR (human) beta-arrestin recruitment activity; beta-arrestin recruitment to beta2AR, cell-based reporter; Potency, µM (top dose mostly 46.1 µM), for inactives: at the highest dose activation, actives largely listed as activators; 0.02% of 330,000 active; AID 492947; P07550;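 further: potency means the concentration at half of the fitted maximal effect; 0% = DMSO controls and full agonism = EC100 isoproterenol or metaproterenol; nearly all actives have a fitted effect of over 65% in size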
GALK inhibitor = galactokinase (human) inhibition; 0.007% of 270,000 active; Potency, µM (top dose mostly 57.5 µM), for inactives: top-dose activity change, negative = inhibition, usual class: inhibitors; P51570; Purified GALK, Kinase-Glo residual ATP luminescence; AID 1868; further: potency means the concentration at half of the fitted maximal effect; on the % scale 0 is the no-effect control and ±100 the full control effect
Target sequence (P51570 whole entry, looked up): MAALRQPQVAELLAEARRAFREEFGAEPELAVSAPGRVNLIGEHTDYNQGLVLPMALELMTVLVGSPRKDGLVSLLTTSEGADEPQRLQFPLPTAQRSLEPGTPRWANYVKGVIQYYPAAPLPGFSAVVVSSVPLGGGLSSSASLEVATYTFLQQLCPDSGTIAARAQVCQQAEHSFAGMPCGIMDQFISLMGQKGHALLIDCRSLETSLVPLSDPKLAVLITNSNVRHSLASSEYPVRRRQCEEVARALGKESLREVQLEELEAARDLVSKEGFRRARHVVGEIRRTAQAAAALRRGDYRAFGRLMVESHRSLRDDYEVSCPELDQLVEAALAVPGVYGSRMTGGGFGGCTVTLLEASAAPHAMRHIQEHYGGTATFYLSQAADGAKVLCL
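5 nM enzyme, 35 uM ATP, 100 uM galactose, 20 mM HEPES pH8.0, 5 mM MgCl2; 1 h RT; residual ATP by Kinase-Glo Plus luminescence, qHTS format.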
TRPV1 agonist = agonists of human vanilloid receptor 1 (TRPV1) | AID 540275 | activation, % at 8.33 µM | 0.19% of 320,000 active | TRPV1-expressing cells, Fluo-8 calcium influx, agonist mode; in the data active means activation above about 80%; inconclusive means between about 30% and that limit; further: 0% is about no effect
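TRPV1-expressing cells were cultured overnight at 35.5C and loaded with Fluo-8 calcium dye for 40 to 90 min at room temperature. After a 10 s baseline, compound was added and calcium influx was read kinetically for 3 min (ex 480/em 520 nm).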
USP2a block = blocks human ubiquitin-specific protease USP2a; O75604; USP2 core, Ub-CHOP2 coupled fluorogenic reporter, 485/531; Potency, µM (titrated, usually from 38.3 µM), inactives show at the highest dose activity change, negative = inhibition, most hits filed as inhibitors; 0.01% of 330,000 active; AID 463254;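 further: potency means the concentration at half of the fitted maximal effect; plate controls were DMSO wells for no effect and full inhibition by NEM control for full effect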
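USP2 core (10nM final) preincubated 30min RT with compound in 20mM Tris-HCl pH 8.0, 2mM CaCl2, 2mM beta-mercaptoethanol, 0.05% CHAPS; 25nM Ub-CHOP2 plus 25nM reporter substrate added, fluorescence (Ex485/Em531) read after 60min.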
KCNH2 3.1 inh = KCNH2 3.1 (human) potassium channel inhibition | U2OS KCNH2 3.1, thallium flux FluxOr; hits give low values | AID 720553 | activity change, % (tested at about 1.8 µM) | 0.95% of 340,000 active;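 active means maximum activity change below -70%; inconclusive means maximum activity change from -70% to -50%; inactive means maximum activity change above -50%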;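 further: thallium influx rate constant from kinetic fluorescence after stimulation buffer; on the % scale 0 is the no-effect control and ±100 the full control effect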
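Virally transduced U2OS (3.1 isoform, 4 h infection in dark at RT) → overnight 37 C → FluxOr + Red40 in HBSS/HEPES, 45 min → stimulation buffer, 2 min kinetic read → rate constant vs DMSO controls.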
PKM2 activator = PKM2 (human) enzyme activation | P14618 | purified PKM2, Kinase-Glo ATP luminescence, activation; response scale: 0% is enzyme alone, no compound | Potency, µM (series often up to 57.5 µM), inactives show top-dose activation, hits mostly activators | 0.34% of 260,000 active | AID 1631; further: potency means the concentration at half of the fitted maximal effect; on the % scale 0 is the no-effect control and ±100 the full control effect; nearly all actives have a fitted effect of over 55% in size
Target sequence (P14618 whole entry, looked up): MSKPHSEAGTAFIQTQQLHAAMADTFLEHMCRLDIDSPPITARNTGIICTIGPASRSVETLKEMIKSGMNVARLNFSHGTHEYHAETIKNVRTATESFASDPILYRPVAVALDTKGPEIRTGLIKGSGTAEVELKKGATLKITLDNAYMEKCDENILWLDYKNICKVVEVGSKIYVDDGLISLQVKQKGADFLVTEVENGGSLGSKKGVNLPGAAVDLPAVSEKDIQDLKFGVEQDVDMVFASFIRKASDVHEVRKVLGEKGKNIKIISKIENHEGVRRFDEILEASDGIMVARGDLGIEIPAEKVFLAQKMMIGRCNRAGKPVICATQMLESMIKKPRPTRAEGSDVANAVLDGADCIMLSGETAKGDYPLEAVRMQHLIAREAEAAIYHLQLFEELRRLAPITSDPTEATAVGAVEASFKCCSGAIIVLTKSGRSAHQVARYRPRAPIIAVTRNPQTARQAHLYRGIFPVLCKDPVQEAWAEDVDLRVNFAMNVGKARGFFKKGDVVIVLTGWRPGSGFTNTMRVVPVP
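ATP formation by purified human PK-M2, quantified via coupled luciferase luminescence after 1 h at room temperature with 0.1 mM ADP and 0.5 mM PEP final.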
Giardia killer = kills Giardia lamblia; 0.15% of 340,000 active; AID 540267; Giardia lamblia trophozoite viability; activity change, % at 7.66 µM, hits read low; in the data active means activity change below about -80%; inconclusive means between about -30% and that limit;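 further: parasites exposed to compound for two days anaerobically before the ATP read; on the % scale 0 is the no-effect control and ±100 the full control effect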
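Each well holds 100 Giardia trophozoites and compound. After two days (48 hrs) at 37 deg C in anaerobic conditions, ATP is quantified by luminescence.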
CXXC DNA block = blocks binding of human MLL CXXC domain to DNA; Q03164; MLL-CXXC / FITC-HOXA9 DNA fluorescence polarization; Potency, µM (series often up to 115 µM), inactives show at the highest dose activity change, negative = inhibition, actives largely listed as inhibitors; 0.037% of 290,000 active; active means well fitted inhibition curve with a large enough effect in the polarisation, with a control signal flat, not every such curve was filed as active; inconclusive means small, poorly fitted or top-dose-only effect, or effect the other way, or a change in a side signal; inactive means no such curve, though single readings can be large or run the other way; the % refers to the polarisation; further: potency means the concentration at half of the fitted maximal effect
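Steps: dispense CXXC domain solution (7 uM) → pin compounds or unlabeled HOX-A9 DNA control → 5 min ambient → add FLSN-HOX-A9 solution (50 nM) → spin → 30 min ambient → fluorescence polarization. Tris pH 7.5/NaCl/DTT/BSA buffer.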
Menin-MLL TR inh = displaces Texas Red mutant MLL peptide from human menin; O00255; Potency, µM (titrated, usually from 61.6 µM), inactives show top-dose FP activity change, negative = inhibition, most hits filed as inhibitors; 0.23% of 270,000 active; Menin + Texas Red MLL mutant peptide, fluorescence polarization; active means well fitted inhibition curve with a large enough effect in the polarisation, with a control signal flat, not every such curve was filed as active; inconclusive means small, poorly fitted or top-dose-only effect, or effect the other way, or a change in a side signal; inactive means no such curve, though single readings can be large or run the other way; the % refers to the polarisation; further: potency means the concentration at half of the fitted maximal effect; % of control where 0% means no effect; many of its hits are not listed in these tables
* hit, by the source's call; ? = inconclusive; . = not tested or not shown; [ ] = another dose, or the depositor's remark. Unless noted, the call rests on the fitted dose curve; in most records, active means well fitted curve in the direction sought with a large enough effect; inconclusive means small, poorly fitted or top-dose-only effect, or another doubt; inactive means no such curve, though single readings can be large; an effect the other way counts as inactive or inconclusive. An excerpt (hit frequency here may not be typical).

SMILES	hERG WT inh	Coupling enz	B2AR arrestin	GALK inhibitor	TRPV1 agonist	USP2a block	KCNH2 3.1 inh	PKM2 activator	Giardia killer	CXXC DNA block	Menin-MLL TR inh
CCN(Cc1ccccc1)C(=O)Cn1c(=O)n(-c2ccc(OC)cc2OC)c(=O)c2c(C)c(C)sc21	-13	3	-0.3%	-1%	-6	1%	1	0%	-8	6%	4%
CCOC(=O)c1cc(C)nn1-c1nc(Cl)cc(OC)n1	-1	5	-0.6%	3%	-1	4%	-6	1%	-3	-5%	1%
O=C(COc1ccc(S(=O)(=O)N2CCCCC2)cc1)NCc1ccccn1	-3	-2	0.2%	-1%	1	-4%	3	13%	-8	-19%	-15%
COc1ccc(OC)c(C2=Nn3c(nnc3-c3cc(C)[nH]n3)SC2)c1	0	-7	-0.7%	4%	?	5%	-2	1%	-1	3%	.
CC1CN(C(=O)CCC(=O)NCc2ccccc2)c2cc(Cl)ccc2O1 (stereo not given)	0	3	3.2%	.	28	2%	-8	10%	0	.	-26%
CN(C)CCOC(=O)NC12CC3CC(CC(C3)C1)C2	1	2	-0.9%	1%	.	1%	-14	-6%	9	-5%	.
Cc1cc(NC(=O)Cn2cc(C(F)(F)F)cc(Cl)c2=O)no1	-13	-1	-0.4%	-1%	-3	4%	7	1%	7	0%	-1%
COC(=O)c1ccc(OC(=O)c2ccc(OCc3c(C)noc3C)c(OC)c2)cc1	.	5	-1.0%	8%	0	-1%	.	0%	.	11%	?
COC(=O)C1=CN(C)C=C(C(=O)OC)C1c1ccccc1Cl	-3	2	0.1%	0%	0	2%	2	3%	9	0%	12%
Cc1ccc(C(=O)NNC(=O)CCn2nnc3ccccc32)cc1	2	4	1.1%	1%	-1	0%	7	8%	25	7%	14%
Cc1ccc(C)c(C(=O)CN2C(=O)NC3(CCC(C)CC3)C2=O)c1 (stereo not given)	4	-2	-0.1%	0%	4	-6%	-7	2%	12	-4%	-5%
Cc1ccc(S(=O)(=O)N(C)c2ccc(OCC(=O)OCC(=O)N(CC#N)c3ccccc3)cc2)cc1	23	.	-0.1%	.	7	1%	?	.	0	.	.
CC1(C)CC(=O)C(C=Nc2cccnc2/N=C/C2=C(O)CC(C)(C)CC2=O)=C(O)C1	-13	-6	-0.1%	-2%	3	12%	6	1%	-7	41%[activator]	2%
CCN(CC)CCCNC(=S)N1CCN(c2nc(-c3ccccc3)cs2)CC1	2	1	-0.6%	0%	-1	-1%	-5	0%[11.5 µM]	-19	21%	-11%
CCC(Oc1ccccc1)C(=O)Nc1nc2c(s1)C(=O)CC(C)(C)C2 (stereo not given)	5	7	-0.1%	2%	1	-1%	-12	0%	-3	-7%	22%
COc1ccc(NC(=O)Nc2cccc3c2O[C@H](CN(C)C(=O)Nc2c(C)noc2C)[C@@H](C)CN([C@H](C)CO)C3=O)cc1	15	.	0.0%	.	.	4%	3	.	0	.	.
O=C(NCC1CCCO1)c1cccc(NS(=O)(=O)c2ccc(Br)cc2)c1 (stereo not given)	-5	.	0.1%	.	0	2%	5	.	-3	.	.
CC(=O)N1CCN(c2cccc(C)c2C)CC1	5	0	0.5%	0%	27	0%	-3	5%	-4	-4%	-2%
CSc1cc(-c2ccccc2)n(Cc2ccccc2Cl)c(=O)c1C#N	-14	2	-0.2%	1%	1	5%	-5	0%	-27	16%	-7%
CC(=O)c1cccc(NC(=O)Nc2cccs2)c1	-17	-2	-0.1%	-5%	0	-4%	1	16%	0	-3%	?
CC(=O)c1ccc(NC(=O)c2ccc(NC(=O)c3ccco3)cc2)cc1	-16	.	0.5%	-4%	0	0%	-5	7%	-11	-11%	.
Clc1cccc(-c2csc(Nc3cccnc3)n2)c1	-6	2	0.0%	0%	3	-1%	-4	0%	-6	5%	.
Oc1ccc(-c2cccc(-c3ccc(O)cc3)c2)cc1	4	-3	-0.6%	-2%	-2	0%	2	1%	14	-3%	39%[activator]
CCOc1ccc(N(CC(=O)NCc2ccccc2Cl)S(=O)(=O)c2c(C)[nH]c(=O)[nH]c2=O)cc1	3	.	0.2%	-4%	-2	2%	15	.	12	-6%	.
COc1ccc(Cl)cc1NC(=S)Nc1ccccc1C	1	0	0.0%	2%	7	3%	9	2%	-6	6%	21%
(listing goes on)
SMILES	hERG WT inh	Coupling enz	B2AR arrestin	GALK inhibitor	TRPV1 agonist	USP2a block	KCNH2 3.1 inh	PKM2 activator	Giardia killer	CXXC DNA block	Menin-MLL TR inh
CN1CCN(S(=O)(=O)c2ccc(NC(=O)COc3ccccc3Cl)cc2)CC1	11	4	0.0%	1%	3	-1%	4	-1%	5	3%	?
Cc1ccc(S(=O)(=O)N2C[C@@H]3CCCC[C@@H]3[C@@H](C)[C@H]2c2cn(Cc3ccccc3)c3ccc(F)cc23)cc1	-7	.	-0.2%	.	.	1%	-7	.	-17	.	.
COC(CN(C)C(=O)c1ccc(CS(=O)(=O)c2ccccc2C)o1)OC	-29	-1	-0.2%	2%	2	1%	7	.	-3	-2%	2%
COc1ccc(OC(C)C(=O)N2CCc3ccccc3C2)cc1 (stereo not given)	-8	-1	-1.0%	0%	5	0%	-2	-9%	0	22%	-21%
COc1ccc(-c2nc(-c3ccc(O)cc3O)cs2)cc1OC	-4	0	0.3%	-6%	0	7%	0	2%	-10	3%	?
CCOC(=O)c1c(C)noc1-c1ccc(Br)o1	-7	4	-0.5%	.	1	7%	-10	?	-8	-5%	.
Cc1cccc(C)c1OCC(=O)Nc1cccc(S(=O)(=O)N2CCCC2)c1	-12	.	0.2%	.	6	-1%	2	.	1	.	.
CC(=O)Nc1ccc(N2C(=O)CC(Sc3nccc(C)n3)C2=O)cc1 (stereo not given)	-4	0	-1.2%	-5%	-1	0%	2	0%	6	2%	17%
CCCc1nn2c(=O)cc(CSCC(=O)Nc3ccc(F)cc3)nc2s1	0	-4	-0.7%	0%	-1	0%	12	1%[0.46 µM]	-7	6%	9%
Cc1ccc(C)n1CCN1CCN(C(=O)c2ccco2)CC1	4	0	-1.2%	-1%	1	2%	-7	1%	-20	-1%	13%
CCCCCN(C(=O)CCC(=O)OCC(=O)N(CC#N)c1ccccc1)c1c(N)n(CCCC)c(=O)[nH]c1=O	1	.	3.3%	.	-1	1%	17	.	-16	.	.
O=C1CCN(Cc2ccccc2)N1	7	2	0.0%	3%	16	-1%	16	.	17	6%	-16%
CC(=O)Nc1ccc(C2=NN(CC#N)C(=O)SC2)cc1	5	2	0.6%	-1%	1	-1%	-4	3%	1	0%	-4%
CCOC(=O)c1nnsc1-c1ccc(-c2snnc2C(=O)OCC)cc1	2	2	-0.5%	5%	-7	-1%	5	-5%	-18	1%	-15%
CCc1ccc(C2CC(=O)NC(SCC(=O)OC(C)C)=C2C#N)cc1 (stereo not given)	-4	-1	0.1%	1%	?	1%	-9	-3%	16	-12%	8%
CN(C(=O)CNC(=O)c1ccc(Br)o1)C1CCCCC1	15	0	-0.8%	-3%	-2	-1%	6	1%	-4	4%	-11%
COc1ccc(NC(=O)C2CCN(S(=O)(=O)c3c(C)noc3C)CC2)cc1Cl	6	0	0.2%	-3%	?	4%	-4	-4%	6	18%	.
CCOC(=O)N1CCN(C(=O)c2cc(C)no2)CC1	4	-1	0.0%	3%	1	0%	16	2%	-8	0%	-3%
CCOC(=O)Nc1ccc(S(=O)(=O)NC2CCCCC2)cc1	0	2	-0.1%	0%	-1	2%	-6	-8%	?	3%	3%
CCOC(=O)c1nnn(CC(=O)Nc2ccccc2OC)c1C(=O)OCC	7	-1	-1.2%	2%	-2	6%	-1	3%	-4	6%	-6%
O=S(=O)(c1cccc(-c2nnc3n2CCCCC3)c1)N1CCCC1	-1	0	-0.2%	-1%	2	0%	-21	-1%	1	7%	-1%
O=C(C[n+]1cccc(O)c1)NCc1ccc(Cl)cc1	-8	-2	0.3%	4%	-1	2%	-11	.	-11	11%	12%
CCOc1ccc(N/C(C)=C/C(=O)c2ccc3c(c2)OCCO3)cc1	0	-9	0.1%	0%	.	-5%	-11	-10%	5	4%	.
O=C(Cc1ccccc1F)Nc1cc(S(=O)(=O)N2CCOCC2)ccc1N1CCOCC1	-18	.	-0.9%	.	1	5%	3	.	-1	.	.
CC(/C(O)=C(\C#N)c1nc2ccccc2n1C)N1C(=O)c2ccccc2C1=O (stereo not given)	.	3	-1.2%	1%	-1	-1%	.	-10%	.	-12%	-17%
COc1ccc(/C=C(\NC(=O)c2ccccc2)C(=O)OC[C@@H]2CCC[N+]3(C)CCCCC23)cc1OC (stereo not given in full)	19	1	-0.4%	0%	-1	0%	5	1%	-26	8%	-9%
O=C(c1cnn(C(=O)COc2ccccc2F)c1)c1cc(F)ccc1O	2	6	-0.7%	.	5	1%	10	10%	-9	-5%	.
CCOc1ccc(NC(=O)c2ccc(NC(=S)NC3CC3)cc2)cc1	-7	-1	3.9%	3%	20	0%	-20	13%	-11	5%	?
O=C(/C(=N\O)n1cncn1)c1ccc(Br)cc1Br	-4	3	-0.2%	-2%	2	-1%	-5	-8%	-2	3%	?
